# Screens (PubChem)
# KOR beta-arrestin-1 = KOR antagonists, beta-arrestin recruitment, cell-based, luminescence, uHTS (AID 1778) | inhibition, % at 10 µM; hits with a dose series show IC50 in µM | KOR beta-arrestin recruitment, luminescence, antagonist mode; higher % means a stronger effect | hit rate 0.091% among 290,000; in the data active means inhibition above about 50%; further: strong numbers were not always called active
# HIV fusion peptide = cell-free HIV fusion peptide-binding blockers – biochemical, uHTS, fluorescence dequenching, primary screen (AID 1986) | hit rate 0.3% among 290,000 | one-dose inhibition, % at 20 µM; IC50 in µM for titrated hits | cell-free peptide binding, fluorescence dequenching, 30 min; higher % means a stronger effect; in the data active means inhibition mostly above about 52%, no sharp cut-off; inactive means mostly below about 76%; further: some results filed as inactive read as strong as hits
# GPR35 antagonists = GPR35 antagonists blocking zaprinast-driven arrestin recruitment, primary screen, imaging, U2OS, beta-arrestin-GFP, zaprinast agonist (AID 2058); hit rate 0.052% among 290,000; U2OS GPR35 beta-arrestin-GFP translocation imaging, zaprinast antagonism; higher % means a stronger effect; inhibition, % at 10 µM; hits with a dose series show IC50 in µM;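 active means inhibition of at least 50% with at least 30 cells and total cytoplasm GFP at most 10,000,000; inconclusive means under 30 cells or total GFP of 10,000,000 plus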
# NOD1 NF-kB reporter = inhibition of NOD1-driven NF-kB reporter – cell-based, luminescence, uHTS, primary screen (AID 1578); NOD1-driven NF-kB luciferase reporter cells, luminescence; higher % means a stronger effect; one-dose inhibition, % at 4 µM; EC50 in µM for titrated hits; hit rate 1% among 290,000; in the data active means inhibition mostly above about 36%, no sharp cut-off; inactive means mostly below about 34%;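 further: HEK-293T reporter cells stimulated with the NOD1 agonist gamma-tri-DAP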
# KOR beta-arrestin-2 = kappa opioid receptor activators – cell-based, luminescence, uHTS, primary screen (AID 1777); hit rate 0.02% among 280,000; KOR beta-arrestin recruitment, luminescence; higher % means a stronger effect; one-dose activation, % at 10 µM; EC50 in µM for titrated hits; in the data active means activation above about 50%, passing the limit was not always enough; further: a part of the inactive calls stands beside numbers as strong as those of hits
# GPR55 LPI antagonism = GPR55 antagonists blocking LPI-driven arrestin recruitment, primary screen, imaging, U2OS, beta-arrestin-GFP, LPI agonist (AID 2013); hit rate 0.13% among 290,000; U2OS GPR55 beta-arrestin-GFP translocation imaging, LPI antagonism; higher % means a stronger effect; one-dose inhibition, % at 10 µM; IC50 in µM for titrated hits;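 active means spots per cell inhibited over 60%, with over 100 cells counted and total cytoplasm intensity under 500,000; inconclusive means wells with under 100 cells, flagged as likely toxic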;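 further: U2OS cells stably carrying GPR55 and arrestin-GFP stimulated by 5 µM LPI near EC80; imaged beta-arrestin-GFP aggregate spots per cell after agonist stimulation; plate controls were LPI-stimulated DMSO wells for no effect and DMSO wells without LPI for full effect; some results filed as inactive read as strong as hits; confirmed hits need IC50 under 10 µM and bright autofluorescent wells are also inconclusive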
# SIAH1 antagonists = Siah-1 peptide-binding antagonists, primary screen, biochemical, fluorescence polarization, rhodamine-plectin, uHTS (AID 1817); hit rate 0.02% among 290,000; displacement, % at 20 µM; hits with a dose series show IC50 in µM; Siah-1 / rhodamine-plectin peptide fluorescence polarization; higher % means a stronger effect;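 active means displacement of at least 50% at 20 µM, with a fluorescence ratio check between 0.3 and a set limit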;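 further: plate controls were Siah plus tracer with DMSO for no effect and tracer alone without Siah for full effect; strong numbers were not always called active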
# AID2073 = disruptors of CaV2.2 binding to Mint1 – biochemical, HTRF (AID 2073) | hit rate 0.19% among 290,000 | HTRF protein-protein interaction, Mint1-CaV2.2; higher % means a stronger effect | inhibition, % at 20 µM, or IC50 in µM where a hit was titrated; in the data active means inhibition mostly above about 51%, no sharp cut-off; inconclusive means no clear call, values can overlap the other calls; inactive means mostly below about 53%; further: some results filed as inactive read as strong as hits
# GPR55 activation = GPR55 agonists via beta-arrestin recruitment, primary screen, imaging, U2OS cells, beta-arrestin-GFP redistribution (AID 1961); activation, % at 10 µM; hits with a dose series show EC50 in µM; U2OS GPR55 beta-arrestin-GFP redistribution imaging; higher % means a stronger effect; hit rate 0.048% among 290,000;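 active means activation above 40% with more than 50 cells counted in the well; inconclusive means wells holding fewer than 50 cells, flagged as toxic or sparse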;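 further: U2OS osteosarcoma cells stably expressing GPR55 and beta-arrestin-GFP; plate controls were DMSO negative control for no effect and LPI positive control for full effect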
# * = called active by the depositor; ? = inconclusive; . = not tested or not shown; [ ] = remark or other dose. The list is partial; rates above refer to the full screens.
SMILES,KOR beta-arrestin-1,HIV fusion peptide,GPR35 antagonists,NOD1 NF-kB reporter,KOR beta-arrestin-2,GPR55 LPI antagonism,SIAH1 antagonists,AID2073,GPR55 activation
CC(=O)N(Cc1ccccc1)c1ncc2c(n1)c(=O)c(C#N)c1ccccn12,-9%,12%,-11%,-24%,0.6%,?,-1%,40%,0.3%
Nc1nonc1-n1nnc(C(=O)N/N=C/c2cc(Br)cs2)c1-c1ccccc1,-8%,-1.0%,17%,1%,-3.7%,-12%,-4%,6%,-0.2%
COC(=O)c1noc(C)c1-c1ccnn1C(=O)c1ccc(C)cc1,-15%,-0.4%,2%,-9%,0.8%,-17%,1%,-5%,-0.2%
CC1CCCCN1CCCNC(=O)CCCN1C(=O)c2cccnc2Sc2ccccc21 (configuration not stated),-34%,-1.2%,21%,28%,6.8%,-23%,-5%,12%,0.0%
C#CCOCCOCCOCCNc1nc(N2CCOCC2)nc(N2CCN(C(=O)[C@H](Cc3cc4ccccc4[nH]3)n3cc([C@@H](N)Cc4ccc(O)cc4)nn3)CC2)n1,-21%,0.5%,8%,-2%,-5.9%,7%,1%,15%,-0.2%
O=C(c1cc(-c2ccc3c(c2)OCO3)on1)N1CCN(c2ccc(F)cc2)CC1,-41%,-0.6%,-2%,-61%,8.0%,4%,6%,4%,-0.1%
O=C(COC(=O)c1ccc(Cl)c(S(=O)(=O)N2CCc3ccccc3C2)c1)Nc1ncc(Cl)cc1Cl,-24%,0.9%,6%,-4%,18%,17%,-2%,22%,-0.3%
C/C(=C\C(=O)N1CCc2ccccc21)C(=O)O,-4%,169%,-1%,-3%,-2.3%,26%,1%,-2%,0.4%
COc1cc(NC(=O)N[C@H](C(=O)O)C(C)C)cc(OC)c1,10%,-1.1%,-5%,-19%,14%,4%,0%,4%,-0.2%
O=C(CN1C(=O)C(=O)c2ccccc21)NCCc1ccccc1,-16%,6.3%,-9%,6%,7.5%,-7%,-4%,?,0.9%
Cc1nc(SCC(=O)Nc2ccccc2Cl)oc1C,11%,0.6%,-1%,-35%,-2.4%,12%,5%,3%,0.0%
Nc1nnc(SCc2ccc(Cl)cc2)s1,6%,1.6%,-5%,9%,-6.1%,-2%,0%,8%,0.1%
CCOC(=O)C1=C(CNCCOc2ccc(OC)cc2)NC(=O)NC1c1ccc2c(c1)OCO2 (configuration not stated),6%,-1.3%,15%,-20%,-0.5%,12%,-6%,6%,-0.1%
c1ccc(-c2nnnn2-c2ccccc2)cc1,-28%[20 µM],-1.0%,-3%,-31%,1.2%,-10%,-5%,8%,1.3%
O=C(Nc1ccccc1Cl)Nc1ccccc1Cl,-1%,-1.3%,10%,1%,12%,1%,-2%,18%,-0.2%
CCCC(=O)NC(c1ccccc1)c1c(O)ccc2ccccc12 (configuration not stated),-42%[20 µM],-1.5%,-4%,4%,-1.7%,8%,-4%,-1%,0.2%
O=C(CN(C(=O)c1csnn1)c1ccccc1Cl)NCCc1ccccc1,-29%,0.2%,20%,-23%,3.8%,-1%,0%,6%,0.0%
CCOC(=O)c1c(/N=C/c2ccccc2O)sc2c1CCC2,-8%,3.4%,-6%,9%,-0.6%,-5%,2%,-8%,-0.3%
O=C(CSCc1ccc(Br)cc1)NCc1ccccn1,-20%[20 µM],1.1%,-2%,-28%,-6.9%,-3%,4%,-9%,0.6%
COc1cc(/C=C/C(=O)NCc2nc3ccccc3[nH]2)cc(OC)c1OC,6%,-0.1%,0%,-2%,2.6%,6%,6%,-24%,0.6%

# Structural class, the compounds so far containing bromine
SMILES,KOR beta-arrestin-1,HIV fusion peptide,GPR35 antagonists,NOD1 NF-kB reporter,KOR beta-arrestin-2,GPR55 LPI antagonism,SIAH1 antagonists,AID2073,GPR55 activation
Nc1nonc1-n1nnc(C(=O)N/N=C/c2cc(Br)cs2)c1-c1ccccc1,-8%,-1.0%,17%,1%,-3.7%,-12%,-4%,6%,-0.2%
O=C(CSCc1ccc(Br)cc1)NCc1ccccn1,-20%[20 µM],1.1%,-2%,-28%,-6.9%,-3%,4%,-9%,0.6%

# An excerpt from above in order of their number in AID2073, ascending:
mol,KOR beta-arrestin-1,HIV fusion peptide,GPR35 antagonists,NOD1 NF-kB reporter,KOR beta-arrestin-2,SIAH1 antagonists,AID2073
COc1cc(/C=C/C(=O)NCc2nc3ccccc3[nH]2)cc(OC)c1OC,6%,-0.1%,0%,-2%,2.6%,6%,-24%
O=C(CSCc1ccc(Br)cc1)NCc1ccccn1,-20%[20 µM],1.1%,-2%,-28%,-6.9%,4%,-9%
C/C(=C\C(=O)N1CCc2ccccc21)C(=O)O,-4%,169%,-1%,-3%,-2.3%,1%,-2%
Cc1nc(SCC(=O)Nc2ccccc2Cl)oc1C,11%,0.6%,-1%,-35%,-2.4%,5%,3%
CCOC(=O)C1=C(CNCCOc2ccc(OC)cc2)NC(=O)NC1c1ccc2c(c1)OCO2 (configuration not stated),6%,-1.3%,15%,-20%,-0.5%,-6%,6%
c1ccc(-c2nnnn2-c2ccccc2)cc1,-28%[20 µM],-1.0%,-3%,-31%,1.2%,-5%,8%

# Complete entries, quoted from the list. Values in the order: KOR beta-arrestin-1, HIV fusion peptide, GPR35 antagonists, NOD1 NF-kB reporter, KOR beta-arrestin-2, GPR55 LPI antagonism, SIAH1 antagonists, AID2073, GPR55 activation
# `Nc1nnc(SCc2ccc(Cl)cc2)s1` across the screens: 6%, 1.6%, -5%, 9%, -6.1%, -2%, 0%, 8%, 0.1%
# `CCCC(=O)NC(c1ccccc1)c1c(O)ccc2ccccc12` (configuration not stated) across the screens: -42%[20 µM], -1.5%, -4%, 4%, -1.7%, 8%, -4%, -1%, 0.2%
# `O=C(c1cc(-c2ccc3c(c2)OCO3)on1)N1CCN(c2ccc(F)cc2)CC1` across the screens: -41%, -0.6%, -2%, -61%, 8.0%, 4%, 6%, 4%, -0.1%

# (next part)
SMILES,KOR beta-arrestin-1,HIV fusion peptide,GPR35 antagonists,NOD1 NF-kB reporter,KOR beta-arrestin-2,GPR55 LPI antagonism,SIAH1 antagonists,AID2073,GPR55 activation
CCn1nc(NC(=O)COC)c2cc3cccc(C)c3nc21,-25%,0.7%,-5%,-12%,1.2%,-3%,-1%,14%,0.0%
O=C(Nc1ccc(Br)cc1)C1CCCC1,-4%,-0.1%,-3%,0%,4.2%,.,2%,-7%,0.0%
COc1ccccc1NS(=O)(=O)c1ccc(-c2cc(C)no2)s1,-54%,-0.5%,-25%,-14%,-0.8%,-6%,5%,-2%,0.3%
COc1cc(C2/C(=C(\O)c3ccc4c(c3)OCCO4)C(=O)C(=O)N2Cc2ccco2)cc(OC)c1OC (configuration not stated),36%,2.0%,-10%,-20%,-5.0%,-4%,1%,-3%,-0.1%
CCn1c(CNC(=O)c2ccco2)nnc1SCC(=O)Nc1ccccc1Cl,-10%,0.2%,-8%,-15%,-0.8%,-1%,5%,2%,?
CC(=O)NN1C(=O)/C(=C/c2ccc(C(C)C)cc2)SC1=S,-50%,0.5%,-1%,-8%,-1.4%,2%,-1%,-13%,0.0%
Clc1ccc(C2Nc3cccc4cccc(c34)N2)cc1,-14%,34%,15%,-15%,1.2%,22%,11%,49%,0.2%
Cc1cc(NC(=O)CNC(=O)C2CCCCC2)no1,8%,-0.7%,1%,-8%,-1.6%,10%,0%,-7%,0.3%
O=C(CSc1ccc(-c2ccco2)nn1)c1ccccc1,26%,37%,-3%,-29%,-2.5%,-8%,48%,49%,-0.5%
COc1cccc(CN(C)C(=O)CNC(=O)c2ccc3c(c2)OCO3)c1OC,15%,-0.1%,3%,-8%,-2.5%,9%,-6%,2%,-0.1%
CCc1ccc(-c2nc(NC(=O)c3ccc(OCC(=O)Nc4ccc(F)cc4)c(OC)c3)sc2C)cc1,1%,1.1%,-5%,-67%,0.6%,-1%,0%,?,-0.1%
CN(C(=O)c1ccccc1Cl)C1CCCCC1,5%,0.0%,-7%,-5%,2.0%,8%,-1%,-2%,-0.2%
CCOC(=O)N1CCN(c2cc(NCCC(=O)O)c3c4c(onc24)-c2ccccc2C3=O)CC1,-33%,18%,16%,-9%,-5.3%,-9%,17%,1%,-0.1%
O=C(Nc1cc(C(F)(F)F)ccc1Cl)c1cc2nc3c(c(C(F)(F)F)n2n1)CCCC3,28%,2.4%,1%,-34%,0.2%,5%,-2%,16%,-0.1%
O=C(O)C1Cc2[nH]cnc2C(c2cccc([N+](=O)[O-])c2)N1 (configuration not stated),-4%,1.3%,-13%,-35%,1.4%,-5%,10%,-2%,-0.2%
Cc1cc(C(F)(F)F)nc(-n2cc(-c3cccc(N)c3)nn2)n1,-10%,1.3%,-1%,-23%,-1.0%,-1%,-2%,0%,0.3%
C=CCSc1nc2ccccc2n2cnnc12,-40%,1.4%,8%,0%,-3.4%,7%,7%,-1%,0.2%
CCOc1ccc(CCNC(=O)CN(C)S(=O)(=O)c2ccc3c(c2)CCC(=O)N3)cc1OCC,-3%,0.6%,7%,-17%,3.4%,6%,1%,6%,-0.1%
O=c1[nH]c2ccccc2c(O)c1SCCO,-24%,-0.5%,5%,-36%,2.3%,4%,-1%,15%,0.5%
COc1ccc(Cl)cc1NC(=O)Cn1c(=O)oc2ccccc21,32%,-1.0%,5%,-9%,-3.8%,0%,1%,4%,-0.1%
CCOc1ccc(C(OC(=O)c2ccco2)C(=O)NCc2ccc(C)cc2)cc1 (configuration not stated),25%,0.5%,1%,6%,3.7%,11%,0%,-4%,0.2%
CCOc1ccccc1NC(=O)CCS(=O)(=O)c1ccc2c(c1)CC(C)N2C(C)=O (configuration not stated),19%,-1.4%,6%,-36%,-0.8%,15%,1%,-21%,-0.1%
Clc1ccc(-c2cn3cc(Br)ccc3n2)cc1Cl,-35%,-0.7%,0%,-44%,6.0%,5%,0%,5%,-0.3%
CC(C)c1ccc(-c2cc(C(=O)N3CCOCC3)c3cc(Br)ccc3n2)cc1,-24%,-1.0%,-2%,8%,4.0%,-4%,-3%,?,-0.1%
O=C(O)c1ccc(CNCc2ccc(F)cc2)cc1,-13%,0.5%,-3%,-25%,-2.4%,14%,6%,0%,0.3%
O=C(CNc1ccccc1)N/N=C/c1ccc([N+](=O)[O-])cc1,-24%,-1.6%,12%,-21%,-3.5%,6%,-4%,-4%,-0.2%
COc1ccc(-n2nnnc2/C=C\Nc2ccc(C)cc2)cc1,19%,0.9%,5%,-12%,0.0%,-6%,2%,12%,-0.1%
CCOC(=O)c1nn(-c2ccccc2F)c(C)c1C(C)=O,4%,-2.4%,-2%,5%,0.0%,-6%,4%,24%,-0.1%
